PI5P4Ka inh: qHTS for Inhibitors of phosphatidylinositol 5-phosphate 4-kinase (PI5P4K) | AID 652105, 2013 | max response, % | Phosphatidylinositol 5-phosphate 4-kinase type-2 alpha (Homo sapiens), P48426 | PI5P4Kalpha enzyme, ADP-Glo luminescence, 60 min; hits give low values | 330,000 compounds, 1.2% hits; active = max response of -50% or lower; inconclusive = between -30% and -50%; inactive = -30% or higher; note: value at the top dose of about 77 µM; % is set by controls: 0 for no effect and ±100 for the full control effect
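ADP-Glo luminescence end-point after a 60 min room-temperature kinase reaction. PI5P4Kalpha and substrate in HEPES pH 7.4 buffer with EGTA, 0.1% CHAPS and 5% DMSO; ATP at 5 microM final.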
IL2 activator: qHTS of IL-2 Activators; activation, % (series mostly up to about 46 µM); 360,000 compounds, 0.065% hits; IL-2 activation reporter assay, cell-based qHTS; stimulated with anti-CD3/CD4/CD28 beads; in transgenic mouse T cells; in the data active = activation above about 50%; inconclusive = mostly about 30% to 49%; note: 0% is about no effect
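Screening format: compound pinned onto unstimulated transgenic mouse T cells, 60 min incubation, then anti-CD3/anti-CD4/anti-CD28 bead stimulation for 18 hours at 37 degrees C, followed by EGFP and DsRed detection.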
EPAC1 antag: qHTS for Antagonist of cAMP-regulated guanine nucleotide exchange factor 3 (EPAC1): primary screen. Potency, µM (series often up to 115 µM), without a hit: at the top dose activity change, negative = inhibition, actives largely listed as inhibitors. AID 720709, 2013. EPAC1 GEF assay, Rap1b-BODIPY-GDP exchange fluorescence. 360,000 compounds, 0.14% hits;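 note: potency is the fitted concentration of half-maximal effect; plate controls were vehicle for no effect and positive control for full effect; nearly all actives have a fitted effect of over 50% in size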
EPAC2 ag: qHTS for Agonist of cAMP-regulated guanine nucleotide exchange factor 4 (EPAC2): primary screen. Rap guanine nucleotide exchange factor 4 (Homo sapiens), Q8WZA2. EPAC2 activation, biochemical qHTS; response scale: 100% = 6.5 mM cAMP response. Potency, µM (doses to about 154 µM), for inactives: at the top dose activation, most hits filed as activators. 360,000 compounds, 0.079% hits. AID 720711, 2013; note: potency is the fitted concentration of half-maximal effect; nearly all actives have a fitted effect of over 50% in size
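Guanine nucleotide exchange by EPAC2 is measured as reduced fluorescence of BODIPY-GDP once it is released from 250 nM Rap1B. Plates are read kinetically for 30 min at room temperature; results are scaled to 6.5 mM cAMP.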
CCT chaperon mod: High-Throughput Screening for Modulators of Cytosolic Chaperonin Activity. purified chaperonin ATPase assay, HTRF ADP detection, 30 min. activity change, % (test concentration not listed), hits read low. 360,000 compounds, 0.3% hits. AID 651819, 2012; in the data active = activity change below about -30%; note: % is set by controls: 0 for no effect and ±100 for the full control effect
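We incubate TRiC, 40 or 20 nM final, with library compounds at 76 uM and 10 uM ATP for 30 min at 37 °C. ADP formed is detected with Transcreener HTRF reagents after 30 min at room temperature.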
EPAC1 ag: qHTS for Agonist of cAMP-regulated guanine nucleotide exchange factor 3 (EPAC1): primary screen. Rap guanine nucleotide exchange factor 3 (Homo sapiens), O95398. EPAC1 agonist qHTS, biochemical assay; response scale: 100% = response to 6.5 mM cAMP. Potency, µM (highest dose often 154 µM), without a hit: at the highest dose activation, most hits filed as activators. 360,000 compounds, 0.073% hits. AID 720707, 2013; note: potency is the fitted concentration of half-maximal effect; nearly all actives have a fitted effect of over 60% in size
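Normalized to 6.5 mM cAMP, activity reflects EPAC1-catalysed release of BODIPY-GDP from Rap1B, followed kinetically over 30 min at 480 nm excitation, 540 nm emission. Reaction contained 100 nM EPAC1, 250 nM Rap1B-BODIPY-GDP, 50 uM GDP.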
WRN inhibitor: qHTS for Inhibitors of WRN Helicase; Bifunctional 3'-5' exonuclease/ATP-dependent helicase WRN (Homo sapiens), Q14191; Potency, µM (titrated, usually from 114 µM), for the others: at the highest dose activity change, negative = inhibition, actives largely listed as inhibitors; 360,000 compounds, 0.46% hits; WRN helicase unwinding, fluorescent forked duplex, kinetic; note: potency is the fitted concentration of half-maximal effect; % is set by controls: 0 for no effect and ±100 for the full control effect; nearly all actives have a fitted effect of over 55% in size
Target sequence (Q14191 whole entry, looked up): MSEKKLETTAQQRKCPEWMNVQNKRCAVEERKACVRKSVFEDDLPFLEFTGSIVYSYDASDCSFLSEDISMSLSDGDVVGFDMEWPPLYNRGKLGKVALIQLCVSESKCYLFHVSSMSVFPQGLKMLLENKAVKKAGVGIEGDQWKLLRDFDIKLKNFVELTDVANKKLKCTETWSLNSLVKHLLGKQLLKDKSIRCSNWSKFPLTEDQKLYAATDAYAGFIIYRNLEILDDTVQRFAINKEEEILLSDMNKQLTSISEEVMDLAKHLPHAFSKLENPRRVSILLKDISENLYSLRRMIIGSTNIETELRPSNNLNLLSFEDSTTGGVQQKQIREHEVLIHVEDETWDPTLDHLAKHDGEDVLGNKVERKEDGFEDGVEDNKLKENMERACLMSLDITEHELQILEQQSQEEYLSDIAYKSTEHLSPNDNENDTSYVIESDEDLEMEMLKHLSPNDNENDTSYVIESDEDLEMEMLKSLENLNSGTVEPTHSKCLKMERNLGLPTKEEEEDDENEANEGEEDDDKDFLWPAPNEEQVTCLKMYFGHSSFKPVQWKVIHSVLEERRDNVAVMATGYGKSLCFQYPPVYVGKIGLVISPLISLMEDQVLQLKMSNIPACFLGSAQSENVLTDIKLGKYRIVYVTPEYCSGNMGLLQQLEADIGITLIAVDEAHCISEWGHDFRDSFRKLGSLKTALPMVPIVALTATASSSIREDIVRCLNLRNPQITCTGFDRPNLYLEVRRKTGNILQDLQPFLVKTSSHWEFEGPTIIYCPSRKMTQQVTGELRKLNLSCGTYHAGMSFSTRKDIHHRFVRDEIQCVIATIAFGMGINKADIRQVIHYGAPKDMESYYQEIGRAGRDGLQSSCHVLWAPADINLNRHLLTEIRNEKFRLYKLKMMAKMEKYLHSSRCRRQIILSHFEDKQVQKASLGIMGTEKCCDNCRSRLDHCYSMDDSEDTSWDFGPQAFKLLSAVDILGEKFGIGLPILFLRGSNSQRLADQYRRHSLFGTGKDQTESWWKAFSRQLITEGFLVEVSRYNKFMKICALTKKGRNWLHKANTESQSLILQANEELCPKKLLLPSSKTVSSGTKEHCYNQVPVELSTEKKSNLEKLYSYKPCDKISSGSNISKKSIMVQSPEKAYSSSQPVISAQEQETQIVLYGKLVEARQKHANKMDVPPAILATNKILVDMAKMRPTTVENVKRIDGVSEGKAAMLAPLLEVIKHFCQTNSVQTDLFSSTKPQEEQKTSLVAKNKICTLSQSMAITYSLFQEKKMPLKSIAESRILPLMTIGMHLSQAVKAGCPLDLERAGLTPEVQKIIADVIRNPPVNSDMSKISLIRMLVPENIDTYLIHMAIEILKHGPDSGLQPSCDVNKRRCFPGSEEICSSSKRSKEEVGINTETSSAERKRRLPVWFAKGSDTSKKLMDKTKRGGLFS
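WRN at 20 nM final was preincubated with compound for 15 min at room temperature; reaction started with 100 nM forked duplex oligonucleotide carrying fluorophore and quencher plus 2 mM ATP (final). Unwinding followed kinetically by red fluorescence (ex 525/em 598 nm).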
PLK1 PBD block: qHTS for Inhibitors of PLK1-PDB (polo-like kinase 1 - polo-box domain): Primary Screen. 360,000 compounds, 2.8% hits. Serine/threonine-protein kinase PLK1 (Homo sapiens), P53350. Plk1 PBD binding of FITC phosphopeptide, fluorescence polarization. Potency, µM, inactives show max response, negative = inhibition, actives largely listed as inhibitors; note: potency is the fitted concentration of half-maximal effect; series mostly up to about 57 µM; % is set by controls: 0 for no effect and ±100 for the full control effect; nearly all actives have a fitted effect of over 65% in size
Numbers without * were called inactive; u = inconclusive; x = no result given; [ ] = dose if it differs, or a comment. Unless noted, calls come from the whole dose curve; as a rule, active = well fitted curve in the direction sought with a large enough effect; inconclusive = small, poorly fitted or top-dose-only effect, or another doubt; inactive = no such curve, though single readings can be large; an effect the other way counts as inactive or inconclusive. This is a subset, so the mix of outcomes need not match the whole.

Sequence of screens – PI5P4Ka inh, IL2 activator, EPAC1 antag, EPAC2 ag, CCT chaperon mod, EPAC1 ag, WRN inhibitor, PLK1 PBD block
1	CCOC(=O)c1ccc(S(=O)(=O)N2CCC(C(=O)O)CC2)cc1
 : 0, -2.9, 15%, -2%, -0.4, -6%, 3%, -6%
2	COc1cccc(-c2nn(-c3ccccc3)cc2CN(C)Cc2ccno2)c1
 : 7, 0.2, 0%, 19%, -0.4, 7%, -1%, 4%
3	O=C(CN(C(=O)c1csnn1)c1cccc(F)c1)NC1CCCC1
 : 11, -0.8, -13%, 2%, -1.3, -24%, -4%, -4%
4	CS(=O)(=O)Nc1ccc(-c2n[nH]c(=S)n2-c2ccccc2)cc1
 : x, -2.3, 7%, 2%, 3.7, 6%, -13%, -18%
5	NC(=O)SCC(=O)Nc1ccc(Cl)c(Cl)c1
 : 8, -6.3, -22%, 7%, -2.9, 6%, u, 0%
6	COc1ccc(-c2cnn3c(N)c(S(=O)(=O)c4ccccc4)cnc23)cc1
 : -1, 0.8, 7%, 11%, -3.4, 12%, -18%, 6%
7	COc1cc(C(=O)OCc2ccc([N+](=O)[O-])cc2)cc(OC)c1OC
 : -5, 0.4, 18%, 12%, 1.7, -1%, 3%, -28%
8	CCC(C)n1[nH]c(=O)cc1N (stereo not drawn)
 : x, -2.7, 11%, 5%, 1.0, -3%, -18%, -3%
9	Cc1cccc(NC(=O)CN2C(=O)c3ccccc3S2(=O)=O)n1
 : 5, 0.1, -7%, 6%, 1.5, 16%, -1%, -5%
10	CCN(CC(=O)NC1CCS(=O)(=O)C1)S(=O)(=O)c1ccc(C)c(C)c1 (stereo not drawn)
 : -10, -0.3, -2%, u, -0.7, 12%, 7%, -6%
11	O=C(O)C1C2CCC(C2)C1C(=O)Nc1cccc([N+](=O)[O-])c1 (stereo not drawn)
 : -4, 0.2, 6%, 6%, 0.6, 2%, 9%, -3%
12	CCC(C)NC(=O)C1c2ccccc2C(=O)N1Cc1ccccc1OC (stereo not drawn)
 : x, -2.0, -14%, 6%, -1.1, 3%, 5%, -9%
13	COc1ccc(CN2CCNC(=O)C2CC(=O)NCc2cn[nH]c2-c2ccccc2)c(F)c1 (stereo not drawn)
 : -3, -1.6, 1%, -4%, 2.5, 4%, 7%, -6%
14	COc1ccc(OC)c2c(C)cc(NCCN3CCOCC3)nc12
 : x, -2.3, 3%, 5%, -0.7, -2%, -4%, -2%
15	CC(=O)Nc1cccc(NC(=O)c2cccc(-c3ccc(O)cc3)c2)c1
 : -7, 0.2, -9%, 16%, -70*, 1%, 0%, -5%
16	CC(=O)Nc1cccc(C(=O)N/N=C/c2c[nH]c3ccccc23)c1
 : -6, -3.7, -8%, 7%, -2.4, -3%, -4%, 1%
17	CCCCc1nc2sc3c(c2c(=O)[nH]1)CCC3
 : 3, 1.2, 2%, -5%, 1.1, -3%, 6%, -17%
18	O=C(COc1ccc(F)cc1)Nc1cc(Cl)ccc1-n1cncn1
 : 8, 0.0, -15%, 2%, -2.0, -4%, -14%, -3%
19	CCOC(=O)c1sc2nc(C)[nH]c(=S)c2c1C
 : -3, -0.1, 3%, 5%, -0.3, -8%, -2%, 2%
20	Cc1ccc(-n2c(-c3ccc(Cl)cc3Cl)n[nH]c2=S)cc1
 : -8, -0.1, -26%, 17%, -0.1, 7%, 2%, -21%
21	COc1cccc(-c2sc3ccc(OC)cc3c2-c2cc(F)cc(OC)c2)c1
 : 25, -0.2, 2%, 4%, 1.3, -7%, 1%, 1%
22	Cc1nc2cc(NC(=O)c3ccc(S(=O)(=O)N(C)c4ccccc4)cc3)ccc2o1
 : 10, -1.3, -4%, 19%, -0.6, 13%, -14%, -9%
23	CC(C)NC(=O)C1(C)CCCN1Cc1csc2ccccc12 (stereo not drawn)
 : -12, -0.7, -6%, 10%, -0.8, -5%, -5%, -3%
24	CCOC(=O)c1cc(NC(=O)Nc2nc3ccccc3s2)c(C)nc1C
 : -7, -2.4, -17%, -11%, 0.1, 2%, -6%, -2%
25	Cc1ccc(-c2[nH]ncc2C(=O)c2ccccc2C)c(O)c1
 : 0, 0.9, 5%, 9%, -3.0, 2%, -4%, -5%
26	CN1CCOc2c1cnn(CCO)c2=O
 : 3, 0.5, -12%, 5%, -0.3, -3%, 3%, 1%
27	CSc1ncccc1C(=O)NCc1ccccc1Cl
 : 6, -0.9, -14%, 8%, -1.0, 0%, 2%, 5%
28	CC(=O)Nc1ccc(NC(=O)COc2cccc3c2OC(C)(C)C3)cc1
 : -1, -2.7, 3%, 6%, -2.1, 0%, -2%, -15%
29	COc1ccc(OC)c(/C=C/C(=O)Nc2cccc(S(=O)(=O)NC3=NCCCCC3)c2)c1
 : -5, 0.5, -10%, -6%, 1.3, -2%, -11%, 4%
30	COc1nccc(C(F)(F)F)c1C(=O)NC(=O)Nc1c(C)cccc1C
 : -3, 0.2, -13%, 4%, -2.0, -5%, -19%, 5%

Going on with the list.
Sequence of screens – PI5P4Ka inh, IL2 activator, EPAC1 antag, EPAC2 ag, CCT chaperon mod, EPAC1 ag, WRN inhibitor, PLK1 PBD block
31	CCOC(=O)Cc1csc(SCC(=O)Nc2oc(C)c3c(C)n[nH]c(=O)c23)n1
 : -1, -0.9, 9%, 1%, -0.5, 2%, 3%, -22%
32	O=C(N/N=C/c1ccc(F)c(F)c1)c1cccc(S(=O)(=O)N2CCCCC2)c1
 : 0, -0.6, 0%, 6%, -2.7, 17%, 1%, -1%
33	C[C@]12c3[nH]c4ccc(Cl)cc4c3CCN1C(=O)[C@@H](CC(=O)NCCN1CCOCC1)C[C@@H]2C(=O)N1CCOCC1
 : 6, 0.9, 0%, 8%, -0.8, -13%, -3%, -10%
34	CCCN1CCN(C(=O)c2ccc(F)c(S(=O)(=O)N3CCOCC3)c2)CC1
 : 1, 0.6, -6%, 4%, 1.1, 4%, -3%, -1%
35	O=C(O)c1ccccc1NS(=O)(=O)c1cccc2nsnc12
 : -7, 0.8, -4%, 18%, -0.2, 4%, 1%, -7%
36	O=C(Nc1ccc(OC(F)(F)F)cc1)Oc1ccccc1N1CCOCC1
 : -11, 1.4, -14%, -2%, -2.2, -7%, 3%, -7%
37	S=c1[nH]nc(SCc2ccccc2)c2[nH]cnc12
 : u, -0.4, -9%, 1%, -1.1, 11%, -25%, u
38	NNC(=O)c1ccccc1OCCOc1ccccc1
 : 2, -3.9, -19%, 2%, -1.2, 2%, -1%, 2%
39	Cc1ccc(S(=O)(=O)NC(C)(C)CSc2nnc(N)s2)cc1
 : 1, 0.0, -5%, 2%, -1.8, 11%, -31%, -11%
40	c1csc(-c2noc(COc3ccc4c(c3)CCCC4)n2)c1
 : x, -2.6, 17%, 11%, -0.1, 6%, -1%, 0%
41	O=c1cc(-c2ccc(O)c(-c3c(O)cc(O)c4c(=O)cc(-c5ccc(O)cc5)oc34)c2)oc2cc(O)cc(O)c12
 : -96*, 3.4, u, 4%, -0.2, 0%, u, u
42	CCCCc1nc2ccc(F)cc2cc1C
 : -5, -0.7, -4%, 4%, -0.1, 3%, 4%, -8%
43	CCN(CC)C(=O)Cn1cc(C(=O)C(=O)Nc2ccc3c(c2)OCCO3)c2ccccc21
 : 1, -1.3, -23%, 4%, -2.0, 5%, -2%, -3%
44	CCOc1ccc(C2c3c(oc4cc(C)c(C)cc4c3=O)C(=O)N2CCCN(C)C)cc1OC (stereo not drawn)
 : -3, -0.5, -2%, 1%, 1.6, -2%, 2%, -3%
45	CCNC(=O)C12CCC(C)(c3nc4cc(C)c(C)cc4nc31)C2(C)C (stereo not drawn)
 : -5, 0.3, 5%, 18%, 1.1, -11%, 2%, -3%
46	N#C/C(=C\c1c[nH]c2ccccc12)c1nnc2n1CCCCC2
 : -9, -1.6, -5%, 6%, -1.2, -1%, 4%, 5%
47	Nc1ccn([C@@H]2O[C@H](C(=O)N(CCC3=CCCCC3)CC3CC3)[C@@H](O)[C@H]2O)c(=O)n1
 : -5, 0.2, -10%, 13%, -1.0, -2%, 1%, -3%
48	CC(=O)NCC(=O)N1CCCC(C(=O)c2ccc(Oc3ccccc3)cc2)C1 (stereo not drawn)
 : 1, -3.6, -11%, -3%, 0.9, -1%, 0%, 4%
49	CCNC(=S)NNC(=O)CC(C)C
 : 1, -0.6, 0%, 2%, -2.1, -4%, 0%, -7%
50	COC(=O)c1ccc(C(=O)OC)c(NC(=O)CS(=O)(=O)Cc2ccccc2)c1
 : -4, 0.4, 12%, 7%, -2.5, -3%, -2%, -4%
51	COc1ccc(/C=C/C(=O)Nc2nc(C)c(C(=O)N(C)C)s2)cc1
 : 10, 4.2, -5%, -5%, -0.5, -6%, 0%, 3%
52	CC1(C(=O)NS(=O)(=O)C2CC2)CCCN(C(=O)CSc2ccccc2)C1 (stereo not drawn)
 : 3, 0.7, 6%, 3%, 0.8, 0%, 7%, -7%
53	Nc1c([N+](=O)[O-])cc(-c2cnc[nH]2)cc1[N+](=O)[O-]
 : 6, -0.2, -13%, 6%, -0.8, -3%, -20%, -3%
54	CCOC(=O)Nc1ccc2c(c1)N(C(=O)CNC)c1ccccc1CC2
 : -1, 0.6, -2%, 8%, 1.0, 1%, 3%, -1%
55	CNC(=O)NC(=O)C(C)OC(=O)c1c2c(nc3ccccc13)/C(=C/c1cccs1)CC2 (stereo not drawn)
 : u, 14, -7%, 4%, -4.8, 1%, -6%[11.6 µM], -24%
56	CC1CN(C(=S)Nc2ccc(Br)cc2Cl)CC(C)O1 (stereo not drawn)
 : 6, -3.4, -16%, 7%, -0.8, -6%, -28%, -14%
